# From PubChem
# PG9 binder: PG9 antibody binding by small molecule; TR-FRET gp120-PG9 antibody binding; inhibition, % at 6.7 µM; 360,000 compounds, 0.43% hits; AID 624416; in the data active means inhibition above about 8.5%
# SMARCA2 act: increases SMARCA2 function in MMTV reporter cells; MG213 cells, MMTV-luciferase reporter, dexamethasone, overnight; activation, % at 9.1 µM; 370,000 compounds, 1% hits; in the data active means activation above about 7.8%;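 further: 0% = vehicle wells and 100% = reference activator wells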
# FXN GAA850 act: frataxin GAA850 promoter activation; HEK293 lucGAA850 FXN promoter luciferase reporter, 24 h; percent of 10 µM SAHA response; activation, % at 6 µM; 360,000 compounds, 0.56% hits;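 active means activation above the average of all compounds screened plus 3 SD, cutoff fixed separately per campaign, cut at about 7.5% in these data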;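 further: 0% = DMSO wells and 100% = 10 µM SAHA wells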
# DAX1 inh-1: inhibits human nuclear receptor DAX1; HEK293 Gal4-DAX1 luciferase reporter, luminescence; inhibition, % at 6.75 µM; 340,000 compounds, 0.99% hits; AID 504766;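 active means inhibition above the mean over all tested compounds plus 3 SD, cut at about 4.2% in these data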;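 further: 0% = DAX1-transfected cells with DMSO and 100% = empty-vector control cells with DMSO; inhibition shows as a rise in luminescence from relieved DAX1 repression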
# Target sequence (P51843 207-470 limits assumed): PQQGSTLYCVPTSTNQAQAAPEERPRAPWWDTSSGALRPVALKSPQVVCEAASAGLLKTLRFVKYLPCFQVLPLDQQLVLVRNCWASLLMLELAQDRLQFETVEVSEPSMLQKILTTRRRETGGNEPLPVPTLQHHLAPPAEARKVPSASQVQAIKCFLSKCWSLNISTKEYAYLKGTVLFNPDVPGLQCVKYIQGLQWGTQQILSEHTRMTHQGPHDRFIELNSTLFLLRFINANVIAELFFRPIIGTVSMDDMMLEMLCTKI
# PLCb3 inh: PLC-beta3 (human) inhibition, primary screen; Q01970; Purified PLC-beta3, fluorogenic substrate, fluorescence; inhibition, % at 12.2 µM; 370,000 compounds, 0.18% hits; in the data active means inhibition above about 11%;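 further: 0% = median of compound wells on plate and 100% = full blocker control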
# ssDAF-12 act: S. stercoralis DAF-12 activation, primary screen | activation, % at 6.8 µM | 370,000 compounds, 1% hits | HEK293 ssDAF-12/GRIP1 lit1-tk-luc reporter, luminescence; % of 3 µM dafachronic acid response | AID 652126;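 active means activation above the mean over all tested compounds plus 3 SD, cut at about 0.9% in these data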;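 further: 0% = DMSO-only wells and 100% = 3 µM delta7-dafachronic acid wells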
# hgDAF12 agonist: hgDAF-12 agonism, primary luciferase screen | HEK293 GAL4-hgDAF12 UAS-luciferase reporter, agonist luminescence; normalized to butyrate control | activation, % at 6.8 µM | 370,000 compounds, 1.8% hits | AID 687014;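 active means activation above a cutoff set at the mean of all screened compounds plus 3 SD, cut at about 10% in these data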;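 further: 0% = DMSO wells and 100% = sodium butyrate wells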
# hcDAF12 agonist: activates DAF-12 receptor from parasite H. contortus | activation, % at 6.8 µM | AID 652067 | 370,000 compounds, 1.4% hits | HEK293 hcDAF-12 lit1-tk-luc reporter, luminescence; 0% DMSO, 100% Δ7-dafachronic acid;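 active means activation above the mean of all tested compounds plus 3 SD, cut at about 5.5% in these data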;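 further: 100% = response to 3 µM Δ7-dafachronic acid high control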
# DAX1 inh-2: inhibitors of DAX1 repression of SF-1 activated StAR promoter; 370,000 compounds, 1.1% hits; AID 652010; inhibition, % at 6.8 µM; HEK293T StAR-luciferase reporter, SF-1/DAX-1 repression relief;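 active means inhibition above the mean over all tested compounds plus 3 SD, cut at about 3.6% in these data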;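 further: 0% = DAX-1 cells with DMSO and 100% = cells lacking DAX-1 with DMSO; higher inhibition means more luminescence from relief of DAX-1 repression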
# Rev-erbA mod: modulators of human Rev-erb alpha DNA binding; AID 1259318; P20393; 370,000 compounds, 0.79% hits; activity, % at 10 µM; Rev-erbα–FITC-DNA binding, fluorescence polarization, 90 min;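 active means activity above about 14%, limit read from the data; passing the limit was not always enough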;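 further: 0% = DMSO wells with 35 nM protein and 100% = DMSO wells with 750 nM protein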
# Target sequence (P20393 whole entry, looked up): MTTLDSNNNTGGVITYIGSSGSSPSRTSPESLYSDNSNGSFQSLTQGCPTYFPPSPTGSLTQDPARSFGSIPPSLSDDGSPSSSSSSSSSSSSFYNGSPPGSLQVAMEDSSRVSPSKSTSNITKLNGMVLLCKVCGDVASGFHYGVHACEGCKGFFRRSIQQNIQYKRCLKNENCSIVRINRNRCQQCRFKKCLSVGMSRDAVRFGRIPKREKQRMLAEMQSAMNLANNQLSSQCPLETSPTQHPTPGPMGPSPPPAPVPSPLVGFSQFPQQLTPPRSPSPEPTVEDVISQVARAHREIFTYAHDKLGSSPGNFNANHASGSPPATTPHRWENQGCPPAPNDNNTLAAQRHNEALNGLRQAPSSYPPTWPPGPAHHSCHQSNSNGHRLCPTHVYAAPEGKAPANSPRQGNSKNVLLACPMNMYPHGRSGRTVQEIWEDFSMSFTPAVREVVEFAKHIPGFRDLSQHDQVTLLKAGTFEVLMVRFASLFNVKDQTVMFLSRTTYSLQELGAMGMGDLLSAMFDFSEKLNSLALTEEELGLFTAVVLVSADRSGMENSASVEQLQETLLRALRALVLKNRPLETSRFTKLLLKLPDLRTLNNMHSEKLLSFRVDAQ
# sPLA2-III inh: Blocks human group III sPLA2 activity; Q9NZ20; QFRET BODIPY PC-A2 liposome hydrolysis, fluorescence; inhibition, % at 12.2 µM; 370,000 compounds, 0.56% hits;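 active means inhibition above mean plus 3 SD of compounds lying within the high and low control bounds, cut at about 19% in these data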;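 further: 0% = median of test compound wells and 100% = no enzyme DMSO wells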
# Numbers without * were called inactive; / = no result given.
SMILES,PG9 binder,SMARCA2 act,FXN GAA850 act,DAX1 inh-1,PLCb3 inh,ssDAF-12 act,hgDAF12 agonist,hcDAF12 agonist,DAX1 inh-2,Rev-erbA mod,sPLA2-III inh
O=C(CSc1nc2ccccc2c(=O)n1CC1CCCCC1)N1CCOCC1,-2.1,1.6,0.1,0.9,2.4,-1.1,0.2,-1.7,0.4,1.4,-2.3
CCCC(=O)Nc1ccc(C(=O)O)cc1NC(=O)CCC,-0.7,-6.0,-1.0,-0.2,0.1,-0.8,-0.3,2.0,0.0,-2.3,5.0
Cc1cccc(C(=O)N/N=C/c2ccc[nH]2)c1,-2.3,3.3,1.2,0.5,-5.1,-1.3,3.4,-0.8,-0.9,-0.9,-3.4
N#Cc1nc(-c2ccccc2F)oc1N1CCN(C(=O)c2ccco2)CC1,0.5,-2.2,-0.5,0.1,-19.6,-1.4,-2.6,-0.6,1.0,-0.5,9.1
CN(C)C(CNC(C(=O)Nc1ccc(F)cc1)c1ccccc1)c1ccccc1 (centres undefined),-1.5,-0.4,-6.1,0.1,-7.8,-1.2,0.6,2.2,-0.3,3.0,-12.7
C=CCn1c(SCC(=O)C(C)(C)C)nnc1-c1ccccn1,-0.5,-0.5,0.4,-0.1,4.1,-1.5,3.6,-0.7,-0.8,0.8,-2.5
CCc1nc(SCC(=O)Nc2ccccc2OC)n[nH]1,1.0,-3.8,-0.5,1.1,-9.1,-0.8,-0.5,-0.3,-0.1,-0.9,5.2
Cc1cccc(-n2ncc3c2CCCC3NC(=O)c2ccncc2)c1C (centres undefined),2.0,-3.7,-3.4,-4.4,2.3,-2.4,-6.5,-4.2,-4.0,4.3,-0.2
O=[N+]([O-])c1ccccc1/C=N/n1c(C(F)(F)F)n[nH]c1=S,0.4,-1.1,1.5,-0.2,-7.2,-0.7,-0.8,2.7,0.6,-1.1,10.0
Cc1noc(C)c1CSCC(=O)Nc1nc(-c2ccc(F)c(F)c2)cs1,-1.8,-3.5,0.4,-2.3,-0.9,-1.5,-3.4,-3.8,-4.6,-4.2,-12.9
FC(F)(F)c1cc(-c2ccccn2)nc2cc(-c3ccccc3)nn12,-0.1,0.2,0.0,0.3,-9.8,-1.1,-0.9,-1.2,-0.1,45.5*,5.9
c1ccc(-n2cnc3cc(NCc4ccco4)ccc32)cc1,-1.2,9.6*,4.7,0.5,-58.4,-0.8,16.6*,2.3,4.5*,-1.9,10.5
O=C(Nc1ccc(-c2nc3ccccc3[nH]2)cc1)C1CCCN(Cc2ccn[nH]2)C1 (centres undefined),-1.9,17.8*,1.4,0.6,0.1,-0.5,5.9,1.6,1.5,1.5,-1.9
CCCC(=O)N1CCN(c2ccc(NC(=S)NC(=O)CC)cc2)CC1,-3.3,-3.7,-0.1,1.1,6.4,-1.8,2.8,1.5,-0.1,1.2,4.8
CCOC(=O)/C(C#N)=C/c1cccc(F)c1,-0.1,-3.6,0.3,-0.7,-3.7,-1.9,-0.7,-1.0,0.3,-3.9,5.4
CSc1nc2ccsc2c(=O)n1-c1cccnc1,-1.5,-2.5,-0.7,1.1,2.8,-0.1,10.2,1.3,-0.5,-3.0,-2.9
Nc1nccnc1C(=O)OCC(=O)C12CC3CC(CC(C3)C1)C2,-1.1,-3.6,3.1,1.5,-52.1,-1.2,0.3,0.2,1.1,-2.0,7.7
O=C(CCN1C(=O)C2C3C=CC(C3)C2C1=O)N1CCN(c2ccc([N+](=O)[O-])cc2)CC1 (centres undefined),-1.3,-1.5,1.0,-1.2,6.0,-1.2,1.5,-1.2,-0.5,1.4,-10.0
CN(C(=O)c1ccccc1)C1(C)CCS(=O)(=O)C1 (centres undefined),-0.2,1.9,-1.4,-1.1,-0.7,-1.0,2.1,0.9,-0.1,-3.0,3.8
Cc1ccc(CNS(=O)(=O)c2cc3c(cc2C)NC(=O)CO3)cc1,0.1,-2.2,3.3,2.1,2.3,-1.7,-3.2,-1.4,-0.5,-2.4,-10.1
CCc1ccc(S(=O)(=O)Nc2ccc(C)c(NS(C)(=O)=O)c2)cc1,-1.2,1.6,0.1,/,-0.2,-1.2,-1.1,-0.4,0.8,-7.9,-2.6
CCOC(=O)CSc1nnc(-c2cccs2)n1-c1ccccc1,1.4,7.0,0.7,1.0,-1.9,-0.6,1.8,-1.9,-0.8,3.0,4.4
Cc1cccc(CSC2=NCCN2C(=O)c2ccc(Br)o2)c1,-0.1,2.0,0.5,1.3,0.2,-0.8,-1.1,-2.7,-0.5,5.3,-1.8
COc1cc(C=O)ccc1OS(=O)(=O)c1ccc(NC(C)=O)cc1,1.9,-2.1,-0.7,2.5,5.9,-1.9,-4.2,-2.1,0.0,1.1,-0.8
CCc1nc2c(OCCC3CCCCC3)cccn2c1N(C)C(=O)c1ccco1,2.7,-2.8,-1.0,/,-2.8,-1.8,-4.0,-1.9,0.1,1.7,3.1
COc1ccc(OC)c(/C=N/NC(=O)CCCC(=O)Nc2cccc(Br)c2)c1,-0.2,-3.0,0.3,-1.4,-371.9,-1.3,3.0,-1.9,-0.6,4.2,-12.2
CCCc1c(-c2cccc(F)c2)ncn1CCc1ccccc1OC,0.1,-6.2,/,/,3.0,-1.7,-2.6,-1.0,-0.6,-10.2,-8.4
N#Cc1sc2nccc(Nc3ccccc3)c2c1N,-4.3,-5.6,-5.6,/,-165.0,-1.9,4.0,-1.6,-0.4,1.6,0.8
COc1cc2c(-c3ccc4cc[nH]c4c3)c(-c3ccsc3)oc(=O)c2cc1OC,-1.1,0.5,-3.3,-1.6,-94.9,-0.8,-0.7,0.8,0.2,-0.9,-11.7
COc1ccc(C(=O)Nc2cccc(NC(=O)c3cccs3)c2)cc1OC,-3.7,3.6,-1.5,0.8,-3.2,-1.6,1.2,-1.5,-0.2,-2.8,-4.1
CN(C)CCC(C(=O)c1ccccc1)c1cccnc1 (centres undefined),0.5,-1.9,2.0,1.4,-2.9,-0.9,-2.7,1.3,3.2,-4.2,6.2
O=C(NCc1ccc(F)cc1)c1cc(C2CCCN(C(=O)c3ccc4c(c3)CCO4)C2)on1 (centres undefined),-1.0,-2.9,-0.3,/,0.4,-1.6,1.1,-0.5,-0.8,5.0,-10.1
CCc1ccc2nc(SCC(=O)N3CCCCC3)c(C#N)cc2c1,-1.4,-1.7,5.5,-0.3,-6.7,-0.8,2.0,0.9,-0.6,5.1,2.6
COc1ccc(C(O)c2nc(-c3ccc(N(C)C)cc3)cs2)cc1 (centres undefined),-5.0,-1.2,0.2,/,-5.8,-1.2,-0.5,-1.3,-2.5,7.7,4.0
COCCNC(=O)c1noc2c1CCc1cc(OC)ccc1-2,-1.8,1.7,1.2,1.0,-2.2,0.6,14.0*,1.7,2.3,0.6,2.3
COc1ccccc1CNC(=O)c1ccc2c(c1)OCO2,-0.7,-1.0,1.8,-1.4,-4.7,-0.8,-0.2,-1.1,-0.1,1.6,11.8
COc1cc(NCc2ccccc2)c2ncn(Cc3ccccc3)c2c1,-1.5,-1.7,1.6,-0.9,-1.3,-1.2,-2.1,-1.6,-0.6,-0.2,10.2
CN(C)C(CNC(=O)c1ccc2nc[nH]c2c1)c1ccccc1 (centres undefined),0.7,-0.8,-2.6,1.6,-1.9,-1.7,3.9,1.4,0.4,2.0,-4.6
CSc1ccccc1NC(=O)c1c(Br)cnn1C,0.0,-0.5,0.8,-0.3,2.4,-0.8,-0.1,-2.2,-0.1,-1.1,-3.3
O=C(c1ccc2c(=O)n(Cc3ccc(Cl)cc3)c(=S)[nH]c2c1)N1CCOCC1,-0.5,-8.8,-9.3,-0.5,-10.1,-1.7,-8.8,-4.1,-1.4,1.2,13.8
Cn1cc(CC(=O)Nc2cccc(C#N)c2)c2ccccc21,-1.1,0.4,-1.8,2.4,5.2,-1.6,0.9,-0.1,1.2,-2.6,-38.9
CCc1ccc(N2CC(C(=O)Nc3cc(C)on3)CC2=O)cc1 (centres undefined),0.1,5.0,2.3,-0.2,-5.2,-1.6,-1.9,0.2,-0.8,-4.0,-0.4
O=C(NN1C(=O)C2C3C=CC([C@@H]2C1=O)C31CC1)c1ccccc1 (some centres undefined),1.2,-5.9,-0.1,0.7,-7.5,-1.8,-1.7,-1.1,-0.1,1.9,6.1
CCOC(=O)c1cc(S(=O)(=O)N2CCN(C3CCCCC3)CC2)cn1C,-1.8,-0.5,1.1,-0.2,-5.8,-1.1,0.7,-2.6,0.7,-1.1,1.9
O=C(COc1ccccc1)NCC1(N2CCCCC2)CCCCC1,0.2,9.6*,-1.6,-0.7,-3.1,-1.0,1.2,-0.2,-0.4,-1.1,0.1
C[N+]1(C)CCC(=C2c3ccccc3CC(=O)c3sccc32)CC1,-4.0,-0.3,-1.9,-1.1,-0.5,-1.2,-2.3,-1.9,-1.6,3.1,2.4
CN1C(=O)[C@@]2(O[C@H]3C=CC=CN3C3=C2C(=O)CCC3)c2cc([N+](=O)[O-])ccc21,-0.9,-1.0,/,/,4.3,0.0,1.2,3.0,-0.8,0.0,-0.4
CCOc1ccc(CN(C)C(=O)c2ccc(S(=O)(=O)N(C)c3ccccc3OC)cc2)cc1,0.5,-5.6,2.0,-1.6,-2.4,-1.6,-6.9,-3.4,-1.9,-1.9,-16.4
CN(C(=O)CSc1nc2sc3c(c2c(=O)n1C)CCC3)C1CCS(=O)(=O)C1 (centres undefined),0.7,-1.9,-0.5,-0.7,-5.7,-1.0,-0.5,-1.6,-1.3,2.6,5.4
CC1(C)CN(c2ccc(C(=O)c3ccccc3)cc2)C1=O,-2.2,-1.3,-0.7,0.0,-1.8,-0.7,-2.0,-0.9,-0.1,10.9,2.6
Cc1nn(-c2ccccc2)c(-c2ccccc2)c1C(=O)O,-1.1,0.7,1.5,-0.3,2.6,-0.5,-0.2,-0.3,0.1,1.8,10.8
O=C(COC(=O)c1nc(Cl)ccc1Cl)Nc1ccc(Cl)cc1,-0.9,-0.9,0.2,0.3,-5.0,-0.9,0.2,0.6,-0.4,-6.9,-5.7
Nc1ccc(S(=O)(=O)NN=Cc2ccccc2[N+](=O)[O-])cc1,-2.8,0.3,0.1,0.3,-4.1,-0.7,-0.7,-0.4,0.2,-3.1,-3.5
Cc1cccc(CSc2nc3c(c(-c4cccs4)c2C#N)CN(C)CC3)c1,-0.9,-3.3,0.8,-0.2,-9.5,-2.0,0.8,-1.1,0.4,-2.7,3.2

# Complete entries as entered above. Screens in order: PG9 binder | SMARCA2 act | FXN GAA850 act | DAX1 inh-1 | PLCb3 inh | ssDAF-12 act | hgDAF12 agonist | hcDAF12 agonist | DAX1 inh-2 | Rev-erbA mod | sPLA2-III inh
# `O=C(NN1C(=O)C2C3C=CC([C@@H]2C1=O)C31CC1)c1ccccc1` (some centres undefined) across the screens: 1.2 | -5.9 | -0.1 | 0.7 | -7.5 | -1.8 | -1.7 | -1.1 | -0.1 | 1.9 | 6.1
# `CCCC(=O)N1CCN(c2ccc(NC(=S)NC(=O)CC)cc2)CC1` across the screens: -3.3 | -3.7 | -0.1 | 1.1 | 6.4 | -1.8 | 2.8 | 1.5 | -0.1 | 1.2 | 4.8
# `COCCNC(=O)c1noc2c1CCc1cc(OC)ccc1-2` across the screens: -1.8 | 1.7 | 1.2 | 1.0 | -2.2 | 0.6 | 14.0* | 1.7 | 2.3 | 0.6 | 2.3
